# From PubChem BioAssay
# MrgX1 PAM = positive allosteric modulators of MrgX1, primary screen, HEK293 cells, Fluo-4 calcium flux. Mas-related G-protein coupled receptor member X1 (Homo sapiens), Q96LB2. FDSS; active compounds read high. B-score at 10 µM. 310,000 tested, 0.63% active. AID 588675, 2011;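 active = plate-corrected calcium response at least 3 library SD above typical, normal starting fluorescence, not activating the receptor alone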;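 also: compound read alongside a low EC10 to EC30 dose of BAM8-22 agonist; peak minus trough fluorescence over baseline measured at the second addition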
# TRPC4 inh = inhibitors of mouse TRPC4 channel, primary screen, Fluo4 calcium, HEK293 TRPC4beta/mu-opioid cells. 300,000 tested, 0.39% active. DAMGO-evoked Fluo4 calcium flux; active compounds read low. B-score at 10 µM. AID 2247, 2010. Short transient receptor potential channel 4 (Mus musculus), Q9QUQ5;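 active = B-score over 3 SD under the library average, no early fluorescence shift, positive overall ratio signal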
# Target sequence (Q9QUQ5 whole entry, looked up): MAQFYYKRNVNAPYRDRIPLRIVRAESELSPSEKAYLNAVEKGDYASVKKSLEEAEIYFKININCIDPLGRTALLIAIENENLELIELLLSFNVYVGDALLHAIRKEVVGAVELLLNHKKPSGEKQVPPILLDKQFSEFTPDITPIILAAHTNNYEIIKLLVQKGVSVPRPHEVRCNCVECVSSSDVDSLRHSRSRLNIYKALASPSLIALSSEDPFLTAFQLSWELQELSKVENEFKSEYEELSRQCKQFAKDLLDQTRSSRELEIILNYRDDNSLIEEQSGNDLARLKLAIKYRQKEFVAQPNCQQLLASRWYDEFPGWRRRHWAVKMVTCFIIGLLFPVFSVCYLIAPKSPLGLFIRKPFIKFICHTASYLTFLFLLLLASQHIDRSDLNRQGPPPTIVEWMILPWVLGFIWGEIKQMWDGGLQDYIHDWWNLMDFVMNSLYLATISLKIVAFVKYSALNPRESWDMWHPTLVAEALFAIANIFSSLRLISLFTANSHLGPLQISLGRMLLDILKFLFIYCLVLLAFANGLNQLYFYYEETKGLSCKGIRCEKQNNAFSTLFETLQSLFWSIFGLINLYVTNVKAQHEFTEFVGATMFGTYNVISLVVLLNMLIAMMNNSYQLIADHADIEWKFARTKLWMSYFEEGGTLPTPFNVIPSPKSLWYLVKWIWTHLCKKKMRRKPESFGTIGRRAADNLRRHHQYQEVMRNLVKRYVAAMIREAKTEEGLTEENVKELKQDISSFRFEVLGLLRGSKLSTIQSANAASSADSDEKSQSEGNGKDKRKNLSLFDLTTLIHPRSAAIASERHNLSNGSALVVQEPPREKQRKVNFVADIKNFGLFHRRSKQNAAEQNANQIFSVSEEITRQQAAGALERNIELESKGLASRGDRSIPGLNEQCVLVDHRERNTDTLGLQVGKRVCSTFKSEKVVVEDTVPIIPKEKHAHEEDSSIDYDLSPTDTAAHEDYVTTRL
#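 Assay system: TRPC4beta/mu-opioid receptor HEK293 cell line; compound dosing: single concentration per test compound; detection: Fluo4 Ca2+ flux fluorescence; evaluation: per-well B score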
# AI-2 QS modul = Vibrio harveyi AI-2 quorum sensing modulators, primary screen, JMH597 strain, luminescence/OD600 ratio; Vibrio harveyi JMH597 AI-2 luminescence/OD600 ratio, 9 h; active compounds read low; strain lacks LuxN and CqsS sensors; 0 = neutral-control median; activity change, % at 7.5 µM; 300,000 tested, 0.4% active; AID 2094, 2009; in the data active = activity change below about -75%, passing the limit was not always enough;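 also: luminescence divided by OD600 gain over 9 h not by final OD600 alone; inactives centre near 13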
# TRPC4 agonist = activators of mouse TRPC4 channel, primary screen, Fluo4 calcium, HEK293 TRPC4beta/mu-opioid cells; Short transient receptor potential channel 4 (Mus musculus), Q9QUQ5; Fluo4 calcium fluorescence; active compounds read high; B-score at 10 µM; 310,000 tested, 0.49% active;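 active = B-score above 5 SD of library B-scores, and initial fluorescence ratio not above library mean plus 5 SD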;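 also: positive B-score marks a calcium rise read as TRPC4 activation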
#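 Assay system – TRPC4beta and mu-opioid receptor HEK293 stable cells · Measured by – Fluo4 fluorescence, kinetic · Schedule – dye loading 45 min room temperature, 110 s kinetic read · Read-out – B-scored integrated calcium fluorescence ratio · Controls – buffer and maximal DAMGO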
# MrgX1 agonist = agonists of human MrgX1 receptor, primary screen, HEK293 cells, Fluo-4 calcium flux. Fluo-4 calcium fluorescence, agonist mode; active compounds read high. B-score at 10 µM. 310,000 tested, 0.44% active;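 active = calcium response B-score plate-corrected fluorescence ratio at least 3 library SD, with starting fluorescence B-score inside 5 SD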
#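 System – MrgX1-expressing HEK293 cells · Incubation – cells plated overnight, dye loaded 0.5 h 37 °C, 0.5 h room temperature · Technique – kinetic Fluo-4 NW fluorescence of intracellular calcium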
# MrgX1 antag = antagonists of human MrgX1 receptor, primary screen, HEK293 cells, Fluo-4 calcium flux; BAM8-22 antagonism; active compounds read low; B-score at 10 µM; 310,000 tested, 1.3% active; AID 588676, 2011;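 active = calcium-response B-score plate-corrected more than 3 library SD below zero, starting fluorescence within 5 deviations, no agonist response on first addition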;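 also: peak minus trough fluorescence over baseline after final BAM8-22 challenge near maximal dose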
# TRPC6 inhibitor = mouse TRPC6 channel inhibitors, primary screen, cell-based, HEK293, membrane potential dye; Short transient receptor potential channel 6 (Mus musculus), Q61143; 310,000 tested, 1.1% active; B-score at 10 µM; ACh-evoked depolarization; active compounds read low;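 active = B-score under library mean minus 3 SD, initial fluorescence not abnormally high, positive integrated signal ratio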;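 also: B-score derived from integrated fluorescence ratio over the kinetic read; more negative B-score means stronger inhibition of depolarization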
# TRPC4 PAM = positive allosteric modulators of TRPC4, primary screen, cell-based, mouse TRPC4beta, HEK293 mu-opioid, Fluo-4 calcium. Short transient receptor potential channel 4 (Mus musculus), Q9QUQ5. DAMGO EC20, Fluo-4 Ca2+ flux; active compounds read high. B-score at 10 µM. 310,000 tested, 0.42% active. AID 2227, 2009;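 active = B-score of calcium response area above 5 SD of library B-scores, with initial fluorescence ratio within 5 SD of library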;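 also: B-score of integrated fluorescence ratio over time as area under calcium response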
# PolyA inhibitor = polyadenylation inhibitors in yeast reporter cells, primary screen, luminescence, S. cerevisiae | S. cerevisiae SKY197-pL101 polyadenylation reporter, beta-gal luminescence; efflux-impaired pdr1/pdr3 knockout yeast; score 100 = 6 SD above DMSO | 300,000 tested, 0.02% active | AID 1875, 2009 | calls only at 12 µM;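 active = lowest replicate activity score at least 50, where 100 means six control SD above control mean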;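 also: yeast exposed to compound for 9 h at 30 °C; higher score means more reporter readthrough which indicates perturbed polyadenylation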
# TRPC6 act = mouse TRPC6 channel activators, primary screen, cell-based, HEK293, membrane potential dye | Short transient receptor potential channel 6 (Mus musculus), Q61143 | 310,000 tested, 0.13% active | B-score at 10 µM | HEK293-TRPC6 membrane potential dye fluorescence; active compounds read high | AID 2550, 2010;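 active = B-score of the integrated fluorescence ratio above library mean plus 3 SD, and starting fluorescence ratio within library mean plus 5 SD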;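 also: higher score means more depolarization so channel activation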
# HIF activator = HIF pathway transcriptional activators, primary screen, cell-based, U2OS HRE-luciferase, luminescence; activation, % at 7.5 µM (by protocol); U2OS HRE-luciferase reporter; normalized: DMSO 0%, desferrioxamine 100%; 300,000 tested, 0.32% active; AID 1910, 2009;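 active = mean activation of at least 10% of the iron chelator positive control signal, with at least half of replicates also reaching 10%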
# * = called active by the depositor; i = inactive; . = not tested or not shown. An excerpt; the hit share may differ from the screen's.
SMILES,MrgX1 PAM,TRPC4 inh,AI-2 QS modul,TRPC4 agonist,MrgX1 agonist,MrgX1 antag,TRPC6 inhibitor,TRPC4 PAM,PolyA inhibitor,TRPC6 act,HIF activator
CCCC12CN3CCN(CC(C3)/C1=N\NC(=O)c1ccccc1N)C2,i,i,21.5,i,i,i,i,i,i,i,2.9
CC1(C(=O)O)CCC(C(=O)Nc2ccc(Cl)c(Cl)c2)C1(C)C (configuration not stated),i,i,34.9,i,30.1*,i,i,i,i,i,-1.7
Cc1cccc(C)c1OCC(=O)N/N=C/c1ccncc1,i,i,13.6,i,i,i,i,i,i,i,-0.1
Cc1cccc(-c2nc(=S)c3c(o2)CCCC3)c1,i,i,-9.7,i,i,i,i,i,i,i,2.1
c1coc(-c2nn3c(Cn4nnc5ccccc54)nnc3s2)c1,i,i,22.7,i,i,i,i,i,i,i,-0.1
COc1ccc(C)cc1NC(=O)CNC(C)C(=O)Nc1cc(Cl)ccc1Cl (configuration not stated),i,i,11.2,i,i,i,i,i,i,i,-0.3
Cc1cc(C)n(C(=O)/C(C#N)=N\Nc2ccccc2[N+](=O)[O-])n1,i,i,11.5,i,i,i,i,i,i,i,0.8
CCc1ccccc1Cn1c(=O)oc2cccnc21,i,i,5.1,i,i,i,i,i,i,i,-0.8
O=C(NC(Cc1c[nH]c2ccccc12)C(=O)O)c1ccc2c(c1)OCO2 (configuration not stated),i,i,2.6,i,i,i,i,i,i,i,1.2
CC1(C)Cc2nc3oc4c(=O)n(CC(=O)Nc5cccc(Cl)c5)cnc4c3cc2CO1,i,i,16.6,i,i,i,i,i,i,i,-0.2
O=[N+]([O-])c1ccccc1Oc1ccccc1Cl,i,i,7.7,i,i,i,i,i,i,i,-0.1
CCCc1ccc(OCc2nc(-c3ccc(NC(=O)c4cccs4)cc3)no2)cc1,i,i,22.9,i,i,i,i,i,i,i,1.4
Cc1ccnc(NC(c2ccncc2)c2c(C)[nH]c3ccccc23)c1 (configuration not stated),i,i,11.4,i,i,i,i,i,i,i,0.0
NC(=O)NCC12CC3CC(CC(C3)C1)C2,i,i,21.8,i,i,i,i,i,i,i,0.2
Cc1cccc(OCC(=O)NC(=S)NNC(=O)c2ccncc2)c1,i,i,10.4,i,i,i,i,i,i,i,-0.2
Cn1c(SCCN2CCCC2)nnc1C1CCN(S(=O)(=O)c2cccc(F)c2)CC1,i,i,3.3,i,i,i,i,i,i,i,-0.1
Cc1cccc(C)c1NC(=O)CCS(=O)(=O)c1ccc(Br)cc1,i,i,11.8,i,i,i,i,i,i,i,-0.3
Cc1cc(C(=O)CSc2ncccn2)c(C)n1Cc1ccco1,i,i,29.3,i,i,i,i,i,i,i,0.8
CC1C(=O)N2CCCc3cc(NC(=O)c4ccccc4F)cc1c32 (configuration not stated),i,i,-4.0,i,i,i,i,i,i,i,-0.9
Clc1ccc(/C=N/c2c(-c3ccc(Cl)cc3)nc3n2CCS3)cc1,i,i,19.1,i,i,i,i,i,.,i,0.0
COc1ccc(S(=O)(=O)Nc2cc(C)on2)cc1,i,i,19.8,i,i,i,i,i,i,i,1.3
Cc1cccc(Oc2ncnc3onc(C)c23)c1,i,i,-4.0,i,i,i,i,i,i,i,-0.5
O=C(COC(=O)c1ccccc1Br)NC1CCCC1,i,i,21.8,i,i,i,i,i,i,i,1.9
CCN(CC)c1nc(Oc2ccc(C(=O)NN)cc2)nc(Oc2ccc(C(=O)NN)cc2)n1,i,i,12.3,i,i,i,i,i,i,i,2.4
CC1(C)C(=O)Nc2ccccc2N1C(=O)COC(=O)c1cc(S(=O)(=O)N2CCOCC2)ccc1F,i,i,-12.0,i,i,i,i,i,i,i,-0.9

# Limited to TRPC6 inhibitor and PolyA inhibitor, for some of the entries so far:
Molecule	TRPC6 inhibitor	PolyA inhibitor
Cc1cccc(C)c1OCC(=O)N/N=C/c1ccncc1	i	i
Cc1cccc(-c2nc(=S)c3c(o2)CCCC3)c1	i	i

# Other results
SMILES,MrgX1 PAM,TRPC4 inh,AI-2 QS modul,TRPC4 agonist,MrgX1 agonist,MrgX1 antag,TRPC6 inhibitor,TRPC4 PAM,PolyA inhibitor,TRPC6 act,HIF activator
O=C(COc1ccccc1)NNc1nc2ccccc2s1,i,i,1.3,i,i,i,i,i,i,i,-1.2
CCOc1cccc(N2CCN(CCNC(=O)Nc3ccc(C)cc3)CC2)c1C,i,i,14.2,i,i,i,i,i,i,i,-2.5
COc1ccc2c(c1)CC/C(=C/c1cc(OC)c(OC)c(OC)c1)C2=O,i,i,0.2,i,i,i,i,i,i,i,0.2
COc1cccc(CNC(=O)C2CCN(S(=O)(=O)c3ccc4c(c3)NC(=O)C(C)S4)CC2)c1 (configuration not stated),i,i,6.7,i,i,i,i,i,i,i,-0.3
Cc1noc2ncnc(Oc3cc(Cl)ccc3Cl)c12,i,i,13.5,i,i,i,i,i,i,i,-0.3
CC(C)(C)C(=O)Nc1ccccc1C(=O)NCc1ccco1,i,i,1.8,i,i,i,i,i,i,i,-0.1
O=C(O)CCC(=O)N1CCN(c2ccccn2)CC1,i,i,18.5,i,i,i,i,i,i,i,-0.3
CC(C)(C)NC(=O)C(c1ccc(O)cc1)N(C(=O)CCC(=O)Nc1nccs1)c1cccc(F)c1 (configuration not stated),i,i,19.7,i,i,i,i,i,i,i,-0.3
CN(C)C(=O)C1Cc2ccccc2CN1S(=O)(=O)c1cccs1 (configuration not stated),i,i,29.4,i,i,i,i,i,i,i,-0.2
Cc1ccc(Cl)cc1NC(=S)NCc1cccn1C,i,i,8.6,i,i,i,i,i,i,i,0.0
Cn1c(=O)c([N+](=O)[O-])c(NCC(O)c2ccccc2)c2ccccc21 (configuration not stated),i,i,15.1,i,i,-5.65*,i,i,i,i,0.2
O=C(NC1CCN(Cc2ccccc2)CC1)c1cccc(S(=O)(=O)Nc2cc(C(F)(F)F)ccc2Cl)c1,i,i,45.9,i,i,i,i,21*,i,i,0.2
CC(C)(C)c1ccc(C2SCC(=O)N2c2cccc(C(=O)O)c2)cc1 (configuration not stated),i,i,29.6,i,i,i,i,i,i,i,-13.4
CC(=O)Nc1ccc(S(=O)(=O)NCC2CCCO2)cc1 (configuration not stated),i,i,-3.4,i,i,i,i,i,i,i,-0.1
CCOc1ccc2nc(SCC(=O)N3CCCCCC3)c(C#N)cc2c1,i,i,43.2,i,i,i,i,i,i,i,-0.1
O=C1CCCN1c1cc(Cl)cc(Cl)c1,i,i,7.1,i,i,i,i,i,i,i,-0.1
CC1CCN(C(=O)c2ccccc2SCC(=O)NCC2CCCCC2)CC1,i,i,21.4,i,i,i,i,i,i,i,-0.3
C=CCOc1c(Br)cc(CNc2ccc(NC(=O)CCC)cc2)cc1OCC,i,i,3.4,i,i,i,i,i,i,i,-0.2
Cc1ccc(C(C)C)c(OCc2nnc3n2CCCCC3)c1,i,i,29.4,i,i,i,i,i,i,i,-1.3
O=C(CSc1nc2ncc(Cl)cc2[nH]1)NCC(=O)Nc1ccc(F)c(F)c1F,i,i,57.5,i,i,i,i,i,i,i,0.1
COCCCNc1oc(-c2ccccc2Cl)nc1C#N,i,i,14.0,i,i,i,i,i,i,i,0.4
CCOC(=O)N1CCN(C(=O)Cc2ccc(-n3c(=O)[nH]c4ccccc4c3=O)cc2)CC1,i,i,16.1,i,i,i,i,i,i,i,-0.1
CCCCCCCCNC(=O)CC(NS(=O)(=O)c1ccc(NC(C)=O)cc1)C(C)C (configuration not stated),i,i,9.8,i,i,i,i,i,i,i,.
CC(=O)NS(=O)(=O)c1ccc(N2C(=O)CC(Sc3nccc(C)n3)C2=O)cc1 (configuration not stated),i,i,15.1,i,i,i,i,i,i,i,-1.7
COc1ccc(CNC(=O)c2ccc3oc(C(C)C)nc3c2)cc1,i,i,6.5,i,i,i,i,i,i,i,4.6
# (cont.)
SMILES,MrgX1 PAM,TRPC4 inh,AI-2 QS modul,TRPC4 agonist,MrgX1 agonist,MrgX1 antag,TRPC6 inhibitor,TRPC4 PAM,PolyA inhibitor,TRPC6 act,HIF activator
Cc1nc(C)c(C(=O)C2=C(O)C(=O)N(CCN(C)C)C2c2ccco2)s1 (configuration not stated),i,i,17.4,i,i,i,i,i,i,i,-0.3
CCN(CC)C(=O)COc1ccc(-c2nnc(N3CCCCC3)c3ccccc23)cc1,i,i,4.2,i,i,i,i,i,i,i,-0.6
COc1cccc(/C=N/N2CCN(c3ccccc3OC)CC2)c1,i,i,4.0,i,i,i,i,i,i,i,2.5
Cc1[nH]c2ccccc2c1C(c1ccncc1)N1CCCCC1 (configuration not stated),i,i,13.9,i,i,i,i,i,i,i,0.3
Cc1noc(C)c1COC(=O)CCCOc1ccc(Cl)cc1Cl,i,i,22.2,i,i,i,i,i,i,i,-1.9
COc1ccc(Br)cc1C(=O)N/N=C/c1ccc2c(c1)n(C)c(=O)n2C,i,i,14.6,i,i,i,i,i,i,i,-0.1
CCOC(=O)Cn1nc(/C=C/c2ccc(C)cc2)ccc1=O,i,i,17.8,i,i,i,i,i,i,i,1.0
O=C(NC1CCCCC1)C(c1ccc2ncccc2c1)N(Cc1ccc(F)cc1)C(=O)c1cccs1 (configuration not stated),i,i,18.8,i,i,i,i,i,i,i,0.1
Cc1ccc2nc(Nc3ccc(Cl)cc3)c3nncn3c2c1,i,i,-2.0,i,i,i,i,i,i,i,0.4
CCn1c(SC(C)C)nnc1C1CCN(S(=O)(=O)c2ccc(OC)cc2)CC1,i,i,17.8,i,i,i,i,i,i,i,-0.2
COc1ccccc1-n1c(-c2ccc(F)cc2)coc1=O,i,i,12.9,i,i,i,i,i,i,i,-0.2
O=C(Nc1ccc(N2CCOCC2)cc1)C1CC(O)CN1S(=O)(=O)c1ccc(Cl)cc1 (configuration not stated),i,i,11.2,i,i,i,i,i,i,i,0.8
